Screening results: PubChem, several laboratories
KCNQ1 act: human KCNQ1 channel potentiation or activation; P51787; B-score at 10 µM; 310,000 compounds, 0.35% hits; AID 2648; CHO-K1 KCNQ1, thallium flux FluxOR fluorescence; hits give high values;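 active = fluorescence ratio B-score, a plate-corrected score, at least three library SD, with initial intensity B-score within 5 SD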
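System: CHO-K1 cells stably expressing KCNQ1 / Medium: assay buffer for compound exposure, DMSO matched across wells / Reagent: thallium- and potassium-containing depolarizing buffer / Compound: one concentration, matched DMSO / Incubation: 20 min compound pretreatment at room temperature / Measured by: kinetic FluxOR fluorescence, 10 s baseline plus 110 s post-stimulus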
hERG protect: compounds protecting human hERG from proarrhythmic drug block | activation (rescue from dofetilide block), less the hit threshold, % at 10 µM | 310,000 compounds, 0.51% hits | AID 1511 | CHO-hERG, FluxOR thallium flux, dofetilide IC70 present | Q12809;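 active = activation above the mean of controls blocked by dofetilide plus 5 SD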;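 also: thallium influx through hERG after potassium depolarization seen as dye fluorescence rise; in these data hits start at about 4.7%; inactives centre near -7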
Target sequence (Q12809 whole entry, looked up): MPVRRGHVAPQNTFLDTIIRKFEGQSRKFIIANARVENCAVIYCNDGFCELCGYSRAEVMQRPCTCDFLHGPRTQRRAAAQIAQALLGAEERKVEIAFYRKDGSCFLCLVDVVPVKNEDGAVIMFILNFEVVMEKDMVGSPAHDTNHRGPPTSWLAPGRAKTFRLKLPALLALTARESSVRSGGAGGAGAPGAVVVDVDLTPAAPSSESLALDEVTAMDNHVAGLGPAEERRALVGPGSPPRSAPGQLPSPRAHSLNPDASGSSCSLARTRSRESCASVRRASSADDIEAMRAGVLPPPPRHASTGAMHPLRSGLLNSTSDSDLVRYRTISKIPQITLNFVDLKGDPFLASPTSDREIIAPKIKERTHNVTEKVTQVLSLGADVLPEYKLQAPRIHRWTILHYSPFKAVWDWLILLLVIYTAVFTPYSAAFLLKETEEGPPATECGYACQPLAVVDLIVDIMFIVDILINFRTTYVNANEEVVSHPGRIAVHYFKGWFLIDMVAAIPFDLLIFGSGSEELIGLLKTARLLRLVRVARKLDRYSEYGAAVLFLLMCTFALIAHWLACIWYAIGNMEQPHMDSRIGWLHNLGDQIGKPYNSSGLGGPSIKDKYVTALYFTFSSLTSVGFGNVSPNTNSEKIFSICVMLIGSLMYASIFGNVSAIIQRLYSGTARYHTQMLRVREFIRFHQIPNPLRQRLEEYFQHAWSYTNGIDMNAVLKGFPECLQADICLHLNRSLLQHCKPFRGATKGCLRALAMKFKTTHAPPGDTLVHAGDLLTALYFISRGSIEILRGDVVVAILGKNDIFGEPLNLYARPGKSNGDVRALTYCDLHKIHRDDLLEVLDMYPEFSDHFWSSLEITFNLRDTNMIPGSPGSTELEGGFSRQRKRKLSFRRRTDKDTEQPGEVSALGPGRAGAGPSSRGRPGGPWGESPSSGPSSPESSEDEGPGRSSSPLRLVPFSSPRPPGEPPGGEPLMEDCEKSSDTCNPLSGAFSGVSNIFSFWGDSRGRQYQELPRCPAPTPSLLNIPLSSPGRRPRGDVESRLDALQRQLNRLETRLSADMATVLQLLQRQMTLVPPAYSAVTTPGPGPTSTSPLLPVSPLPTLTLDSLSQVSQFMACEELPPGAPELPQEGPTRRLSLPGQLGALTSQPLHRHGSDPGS
TMEM16A act: activators or potentiators of mouse TMEM16A chloride channel | B-score at 10 µM | HEK293 TMEM16A/YFP-H148Q/I152L, iodide quench fluorescence; hits give low values | 340,000 compounds, 0.3% hits | Q8BHY3 | AID 623877;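 active = fluorescence-ratio B-score plate-corrected deviation score at least 3 library SD below zero, with starting fluorescence score within 5 deviations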;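 also: channel opened by trigger with iodide after compound preincubation; score built on the fluorescence ratio of max minus min over baseline; more negative score means more quench and so TMEM16A activation or potentiation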
HDAC3 inhib: blocks human histone deacetylase 3; O15379; recombinant HDAC3, fluorogenic peptide/trypsin coupled, fluorescence; inhibition, % at 8.3 µM; 320,000 compounds, 0.15% hits; in the data active = inhibition above about 26%, passing the limit was not always enough; inconclusive = no clear call, values can overlap the other calls
DYRK1A inh: Dyrk1A (rat) kinase inhibition; Q63470; ADP-Glo luminescence, NFATc1 peptide; inhibition, % at 12.5 µM; 310,000 compounds, 0.43% hits; in the data active = inhibition above about 50%;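 also: plate controls were vehicle with enzyme for no effect and no enzyme for full effect; many of its hits are not listed in these tables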
KCNK9 inh: human KCNK9 channel inhibition. Q9NPC2. HEK293 KCNK9, FluxOR thallium flux fluorescence; hits give low values. B-score at 10 µM. 310,000 compounds, 1.2% hits. AID 488922;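 active = ratio B-score over 3 SD below the library mean, with starting fluorescence within 5 SD of its mean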;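 also: negative B-score means less thallium flux so channel inhibition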
TMEM16A inh: mouse TMEM16A channel inhibition, primary screen. Q8BHY3. HEK293 TMEM16A/YFP iodide influx fluorescence, ionomycin. normalized B-score (activity score, 25-100; higher = stronger inhibition) at 10 µM. 310,000 compounds, 1.2% hits;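 active = ratio plate-corrected score three or more library SD toward inhibition, starting fluorescence score within five deviations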;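 also: score derived from kinetic fluorescence span divided by baseline fluorescence per well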
TRPC4 act: TRPC4 (mouse) channel activation; Q9QUQ5; HEK293 TRPC4beta/mu-opioid, Fluo4 calcium fluorescence; hits give high values; B-score at 10 µM; 310,000 compounds, 0.49% hits; AID 2237;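 active = B-score above 5 SD of library B-scores, and initial fluorescence ratio not above library mean plus 5 SD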;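 also: positive B-score marks a calcium rise read as TRPC4 activation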
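Assay system: HEK293 stable line with TRPC4beta plus mu-opioid receptor; schedule: 45 min room-temperature Fluo4 loading, 110 s read; technique: kinetic Fluo4 calcium fluorescence; evaluation: integrated baseline-normalised fluorescence ratio, converted to per-well B score; controls: buffer (low) and maximal DAMGO (high)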
TRPC4 potent: TRPC4 (mouse) allosteric potentiation. Q9QUQ5. HEK293 TRPC4beta/mu-opioid, DAMGO EC20, Fluo-4 Ca2+ flux; hits give high values. B-score at 10 µM. 310,000 compounds, 0.42% hits;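 active = B-score of calcium response area above 5 SD of library B-scores, with initial fluorescence ratio within 5 SD of library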;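 also: B-score of integrated fluorescence ratio over time as area under calcium response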
KCNQ1 inh: inhibitors of human KCNQ1 potassium channel. CHO-K1 KCNQ1, FluxOR thallium flux fluorescence; hits give high values. B-score at 10 µM. 310,000 compounds, 1.3% hits;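 active = compounds whose thallium flux B-score, printed positive for inhibition, exceeds three library SD while starting fluorescence stays within three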;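 also: channel opened by potassium depolarization with thallium stimulus after 20 min compound exposure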
KCNK3 inh: human KCNK3 channel inhibition, primary screen; O14649; CHO-KCNK3 thallium flux, FluxOR fluorescence; hits give low values; B-score at 10 µM; 340,000 compounds, 0.84% hits;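 active = B-score under library mean minus 4 SD, starting fluorescence ratio at most library mean plus 5 SD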;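 also: more negative B-score means stronger inhibition of thallium flux through KCNK3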
Numbers without * were called inactive. An excerpt; the hit share may differ from the screen's.

`CC(CC1CC(C)(C)OC1=O)C(=O)Nc1ccc([N+](=O)[O-])cc1` (stereo not drawn) gave KCNQ1 act inactive, hERG protect 0.8, TMEM16A act inactive, HDAC3 inhib -3.4, DYRK1A inh -5.6, KCNK9 inh inactive, TMEM16A inh inactive, TRPC4 act inactive, TRPC4 potent inactive, KCNQ1 inh inactive and KCNK3 inh inactive.
`O=C(NC(Cc1ccccc1)C(=O)O)/C(=C\c1ccccc1)NC(=O)c1ccc(Br)o1` (stereo not drawn) gave KCNQ1 act inactive, hERG protect -6.3, TMEM16A act inactive, HDAC3 inhib 2.0, DYRK1A inh 1.4, KCNK9 inh inactive, TMEM16A inh inactive, TRPC4 act inactive, TRPC4 potent inactive, KCNQ1 inh inactive and KCNK3 inh inactive.
`COc1cccc(OCc2nnc(SCC(=O)NCc3ccco3)n2C)c1` gave KCNQ1 act inactive, hERG protect -2.9, TMEM16A act inactive, HDAC3 inhib -4.5, DYRK1A inh 0.6, KCNK9 inh inactive, TMEM16A inh inactive, TRPC4 act inactive, TRPC4 potent inactive, KCNQ1 inh inactive and KCNK3 inh inactive.
`Cc1ccc(C)c(NC(=O)CCCCCN2C(=O)[C@@H]3Cc4ccccc4CN3C2=O)c1` gave KCNQ1 act inactive, hERG protect -10.5, TMEM16A act inactive, HDAC3 inhib 1.0, DYRK1A inh 2.3, KCNK9 inh inactive, TMEM16A inh inactive, TRPC4 act inactive, TRPC4 potent inactive, KCNQ1 inh inactive and KCNK3 inh inactive.
Screening O=C(COC(=O)c1ccncc1)NCCCc1ccccc1 returned KCNQ1 act inactive, hERG protect -5.0, TMEM16A act inactive, HDAC3 inhib -6.9, DYRK1A inh 3.5, KCNK9 inh inactive, TMEM16A inh inactive, TRPC4 act inactive, TRPC4 potent inactive, KCNQ1 inh inactive and KCNK3 inh inactive.
Screening Cc1ccc(-c2nnc3n2N=C(c2ccc(Br)cc2)CS3)cc1 returned KCNQ1 act inactive, hERG protect -4.4, TMEM16A act inactive, HDAC3 inhib 2.5, DYRK1A inh -1.5, KCNK9 inh inactive, TMEM16A inh inactive, TRPC4 act inactive, TRPC4 potent inactive, KCNQ1 inh inactive and KCNK3 inh inactive.
For O=C(NCCSCc1ccco1)c1ccc(=O)[nH]c1 the results were KCNQ1 act inactive, hERG protect -5.3, TMEM16A act inactive, HDAC3 inhib -3.6, DYRK1A inh -4.1, KCNK9 inh inactive, TMEM16A inh inactive, TRPC4 act inactive, TRPC4 potent inactive, KCNQ1 inh inactive and KCNK3 inh inactive.
O=C(NCN1CCc2ccccc2C1)c1ccccc1 was read as KCNQ1 act inactive, hERG protect -18.6, TMEM16A act inactive, HDAC3 inhib -2.3, DYRK1A inh 3.5, KCNK9 inh inactive, TMEM16A inh inactive, TRPC4 act inactive, TRPC4 potent inactive, KCNQ1 inh inactive and KCNK3 inh inactive.
Screening CCOC(=O)c1cccc(NC(=O)CSc2nnc(COc3ccc(Cl)cc3)o2)c1 returned KCNQ1 act inactive, hERG protect -10.9, TMEM16A act inactive, HDAC3 inhib 3.3, DYRK1A inh 3.1, KCNK9 inh inactive, TMEM16A inh inactive, TRPC4 act inactive, TRPC4 potent inactive, KCNQ1 inh inactive and KCNK3 inh inactive.
`O=C(CCCN1C(=O)c2ccccc2C1=O)Oc1ccc(F)cc1` gave KCNQ1 act inactive, hERG protect -2.8, TMEM16A act inactive, HDAC3 inhib 5.4, DYRK1A inh 5.4, KCNK9 inh inactive, TMEM16A inh inactive, TRPC4 act inactive, TRPC4 potent inactive, KCNQ1 inh inactive and KCNK3 inh inactive.
For CCN1CCCC1CN(Cc1cc2ccc(C)cc2[nH]c1=O)C(=S)Nc1ccc(F)cc1 (stereo not drawn) the results were KCNQ1 act inactive, hERG protect -21.6, TMEM16A act inactive, HDAC3 inhib 2.4, DYRK1A inh -1.6, KCNK9 inh inactive, TMEM16A inh inactive, TRPC4 act inactive, TRPC4 potent inactive, KCNQ1 inh inactive and KCNK3 inh inactive.
NC(=O)Cn1c(=O)n(CCC(=O)Nc2ccc(F)cc2)c(=O)c2sccc21 was read as KCNQ1 act inactive, hERG protect -6.5, TMEM16A act inactive, HDAC3 inhib -4.0, KCNK9 inh inactive, TMEM16A inh inactive, TRPC4 act inactive, TRPC4 potent inactive, KCNQ1 inh inactive and KCNK3 inh inactive.
Cc1ccc(CNC(=S)N(C)C)cc1 was read as KCNQ1 act inactive, hERG protect -2.6, TMEM16A act inactive, HDAC3 inhib -1.2, KCNK9 inh inactive, TMEM16A inh inactive, TRPC4 act inactive, TRPC4 potent inactive, KCNQ1 inh inactive and KCNK3 inh inactive.
`Cc1ccc(C(=O)NNC(=S)NC(=O)c2ccc(Cl)cc2Cl)cc1` gave KCNQ1 act inactive, hERG protect -9.3, TMEM16A act inactive, HDAC3 inhib 1.4, DYRK1A inh -4.9, KCNK9 inh inactive, TMEM16A inh 100*, TRPC4 act inactive, TRPC4 potent inactive, KCNQ1 inh inactive and KCNK3 inh inactive.
Cc1ccc(S(=O)(=O)N2CCN(CC(=O)N/N=C/c3ccccc3OCC(=O)O)CC2)cc1 was read as KCNQ1 act inactive, hERG protect -15.1, HDAC3 inhib -2.6, KCNK9 inh inactive, TMEM16A inh inactive, TRPC4 act inactive, TRPC4 potent inactive and KCNQ1 inh inactive.
`O=C(NN1C(=O)C2C(c3ccccc3)C=CC(c3ccccc3)C2C1=O)c1ccccc1` (stereo not drawn) gave KCNQ1 act inactive, hERG protect 8.6*, TMEM16A act inactive, HDAC3 inhib 2.7, DYRK1A inh -3.4, KCNK9 inh -7.77*, TMEM16A inh inactive, TRPC4 act inactive, TRPC4 potent inactive, KCNQ1 inh inactive and KCNK3 inh inactive.
For O=[N+]([O-])c1cc([N+](=O)[O-])c(Oc2ccc(F)cc2)cc1NN1CCCCC1 the results were KCNQ1 act inactive, hERG protect -3.0, TMEM16A act inactive, HDAC3 inhib -3.7, DYRK1A inh 0.3, KCNK9 inh inactive, TMEM16A inh inactive, TRPC4 act inactive, TRPC4 potent inactive, KCNQ1 inh inactive and KCNK3 inh inactive.
For COc1ccccc1C(=O)Nc1cccc2cccnc12 the results were KCNQ1 act inactive, hERG protect -8.5, TMEM16A act inactive, HDAC3 inhib -2.4, DYRK1A inh 16.9, KCNK9 inh inactive, TMEM16A inh inactive, TRPC4 act inactive, TRPC4 potent inactive, KCNQ1 inh inactive and KCNK3 inh inactive.
Screening CCOC(=O)N1CCC(NC(=O)Cc2cn(C)c3ccccc23)CC1 returned KCNQ1 act inactive, hERG protect -6.2, TMEM16A act inactive, HDAC3 inhib -7.6, DYRK1A inh -1.1, KCNK9 inh inactive, TMEM16A inh inactive, TRPC4 act inactive, TRPC4 potent inactive, KCNQ1 inh inactive and KCNK3 inh inactive.
`COc1cc(S(=O)(=O)N2CCCCC2)ccc1NC(=O)c1ccc(F)cc1` gave KCNQ1 act inactive, hERG protect -13.1, TMEM16A act inactive, HDAC3 inhib -0.3, DYRK1A inh 2.2, KCNK9 inh inactive, TMEM16A inh inactive, TRPC4 act inactive, TRPC4 potent inactive, KCNQ1 inh inactive and KCNK3 inh inactive.
`O=C(CCn1c(=O)[nH]c2ccsc2c1=O)N(CCc1ccccc1)Cc1ccccc1` gave KCNQ1 act inactive, hERG protect -15.7, TMEM16A act inactive, HDAC3 inhib -8.7, DYRK1A inh -0.2, KCNK9 inh inactive, TMEM16A inh inactive, TRPC4 act inactive, TRPC4 potent inactive, KCNQ1 inh inactive and KCNK3 inh inactive.
For COc1ccc(C)cc1S(=O)(=O)N(C)CC(=O)N1CCN(c2ccccc2)CC1 the results were KCNQ1 act inactive, hERG protect -10.6, TMEM16A act inactive, HDAC3 inhib 1.1, DYRK1A inh -0.3, KCNK9 inh inactive, TMEM16A inh inactive, TRPC4 act inactive, TRPC4 potent inactive, KCNQ1 inh inactive and KCNK3 inh inactive.
O=[N+]([O-])c1ccccc1SNc1ccccn1 was read as KCNQ1 act inactive, hERG protect -5.6, TMEM16A act inactive, HDAC3 inhib 1.7, DYRK1A inh 0.3, KCNK9 inh inactive, TMEM16A inh inactive, TRPC4 act inactive, TRPC4 potent inactive, KCNQ1 inh inactive and KCNK3 inh inactive.
`Cc1c(NC(=O)CN2C(=O)NC(C)(c3ccccc3)C2=O)c(=O)n(-c2ccccc2)n1C` (stereo not drawn) gave KCNQ1 act inactive, hERG protect 5.8*, TMEM16A act inactive, HDAC3 inhib 7.0, DYRK1A inh -9.2, KCNK9 inh inactive, TMEM16A inh inactive, TRPC4 act inactive, TRPC4 potent inactive, KCNQ1 inh inactive and KCNK3 inh inactive.
`CC(C)CNC(=S)N1CCC(Cc2ccccc2)CC1` gave KCNQ1 act inactive, hERG protect -14.3, TMEM16A act inactive, HDAC3 inhib inconclusive, DYRK1A inh 3.8, KCNK9 inh inactive, TMEM16A inh inactive, TRPC4 act inactive, TRPC4 potent inactive, KCNQ1 inh inactive and KCNK3 inh inactive.
Cc1ccc(C(=O)NC2CCN(C(=O)N3CCOCC3)CC2)cc1 was read as KCNQ1 act inactive, hERG protect -11.0, TMEM16A act inactive, HDAC3 inhib -1.1, DYRK1A inh 1.7, KCNK9 inh inactive, TMEM16A inh inactive, TRPC4 act inactive, TRPC4 potent inactive, KCNQ1 inh inactive and KCNK3 inh inactive.
CC(C)c1ccc(S(=O)(=O)Nc2ccc(O)c(Sc3ncn[nH]3)c2)cc1 was read as KCNQ1 act inactive, hERG protect -12.5, TMEM16A act inactive, HDAC3 inhib 4.1, DYRK1A inh -6.0, KCNK9 inh inactive, TMEM16A inh inactive, TRPC4 act inactive, TRPC4 potent inactive, KCNQ1 inh inactive and KCNK3 inh inactive.
`CC(C)[C@@H]1NC(=O)c2cc([N+](=O)[O-])cc(I)c2OCC[C@@H](C(N)=O)NC(=O)[C@H](CCC(=O)O)NC1=O` gave KCNQ1 act inactive, hERG protect -6.7, TMEM16A act inactive, HDAC3 inhib -1.9, DYRK1A inh 6.7, KCNK9 inh inactive, TMEM16A inh inactive, TRPC4 act inactive, TRPC4 potent inactive, KCNQ1 inh inactive and KCNK3 inh inactive.
For CC(C)(C)OC(=O)N1CCCN(C(=O)Nc2ccc(OC(F)(F)F)cc2)CC1 the results were KCNQ1 act inactive, hERG protect -0.1, TMEM16A act inactive, HDAC3 inhib 4.9, DYRK1A inh -3.9, KCNK9 inh inactive, TMEM16A inh inactive, TRPC4 act inactive, TRPC4 potent inactive, KCNQ1 inh inactive and KCNK3 inh inactive.
